Mtb RmlCD inh: blocks M. tuberculosis RmlC and RmlD coupled enzymes | hit rate 0.03% among 160,000 | RmlC+RmlD coupled enzyme assay, percent inhibition; primary screen in compound mixtures | inhibition, % at 3.6 µM | P9WH09+P9WH11; in the data active = inhibition mostly above about 34%, no sharp cut-off; note: some results filed as inactive read as strong as hits
Target sequence (P9WH09 whole entry, looked up): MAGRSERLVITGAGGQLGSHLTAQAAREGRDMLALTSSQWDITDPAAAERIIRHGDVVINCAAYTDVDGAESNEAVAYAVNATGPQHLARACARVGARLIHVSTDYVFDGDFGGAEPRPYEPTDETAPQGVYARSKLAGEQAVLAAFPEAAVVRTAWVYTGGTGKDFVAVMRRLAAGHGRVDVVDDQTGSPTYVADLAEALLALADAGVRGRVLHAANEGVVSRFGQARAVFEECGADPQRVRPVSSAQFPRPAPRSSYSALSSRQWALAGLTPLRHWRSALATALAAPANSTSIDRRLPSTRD
Target sequence (P9WH11 whole entry, looked up): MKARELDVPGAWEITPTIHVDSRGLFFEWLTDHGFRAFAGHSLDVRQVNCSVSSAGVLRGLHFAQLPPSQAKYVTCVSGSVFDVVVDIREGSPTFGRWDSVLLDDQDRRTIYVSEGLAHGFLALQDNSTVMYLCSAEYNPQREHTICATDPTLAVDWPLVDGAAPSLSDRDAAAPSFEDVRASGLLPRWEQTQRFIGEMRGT
GlmU inhibition: inhibition of mycobacterial GlmU enzyme – biochemical, glucosamine-1-phosphate acetyltransferase (AID 1376); hit rate 0.25% among 220,000; M. tuberculosis GlmU acetyltransferase enzyme assay; higher % means a stronger effect; one-dose inhibition, %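 (tested at 30 µM in the primary screen)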; IC50 in µM for titrated hits; in the data active = inhibition above about 13%;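 note: 0% = complete reaction with vehicle and 100% = reaction without substrate; strong numbers were not always called active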
Active calls of the source: *; · = not tested or not shown; & = joins results of further samples. The list is partial; the hit share may differ from the screen's.

Below each compound: Mtb RmlCD inh, GlmU inhibition
COC(=O)c1nnn(-c2nonc2N)c1CSc1nnc(C)s1
    5.2, ·
CCn1cc(CN2CCN(Cc3ccc(C)o3)C(CCO)C2)c2ccccc21 (stereo not drawn)
    -2.6, -3.0%
COc1cccc(/C=N/NC(=O)CSc2nnc(C)n2-c2ccccc2)c1O
    2.6, ·
Cc1ccc(CNC(=O)CO/N=C/c2ccc3c(c2)OCO3)cc1
    -6.7, -4.0%
O=C(Nc1cccnc1)c1c(F)cccc1F
    ·, 0.2%
COc1ccc(-n2cnnc2SC(C)c2nc3sc(C)c(C)c3c(=O)[nH]2)cc1 (stereo not drawn)
    5.4, 2.5%
COc1ccc(C(NC(N)=O)c2ccccc2)cc1 (stereo not drawn)
    ·, 2.1%
CCn1cnc2cc(NCc3ccc(N(C)C)cc3)ccc21
    -13.4, 5.5%
Cc1ccc(NC(=O)CSCc2nc3c(nnn3Cc3ccc(F)cc3)c(=O)[nH]2)c(C)c1
    7.4, -7.3%
CCC(=O)Nc1c(C(=O)N2CCN(c3ccccn3)CC2)cnn1-c1ccc(Cl)cc1
    ·, -3.1%
CC(C)C1CC(CCN)(c2ccccc2)CCO1 (stereo not drawn)
    -1.9, -8.5%
O=C(O)C1C2C=CC(O2)C1C(=O)NCc1ccccc1Br (stereo not drawn)
    -2.2, -8.5%
COc1ccc2[nH]c(C(=O)NCCN3CCCCC3)cc2c1
    6.8, -2.9%
CCCc1nc2oc3cc(OC)ccc3c(=O)c2c(=O)n1CCc1ccccc1
    ·, 0.8%
C=CCNC(=O)c1ccc(N(C)S(=O)(=O)c2ccc(OC)cc2)cc1
    ·, 1.1%
CS(=O)(=O)N(CC(=O)NCc1ccc2c(c1)OCO2)c1cccc(Cl)c1
    -1.3, -3.4%
COc1ccc(OC)c(S(=O)(=O)NCc2cn3cccc(C)c3n2)c1
    ·, -1.1%
COc1ccc(O)c(C(=O)c2coc(=N)c(C(=O)Nc3ccc(SC(F)F)cc3)c2)c1
    -7.5, 7.4%
Cc1ccc(C(C(=O)NC2CCCC2)N2CCCC(C)C2)cc1 (stereo not drawn)
    7.6, 3.0%
O=C(c1cccc2ccccc12)C1CCCN(C(=O)CCCn2cncn2)C1 (stereo not drawn)
    -9.1, -3.9%

Additional results:
Below each compound: Mtb RmlCD inh, GlmU inhibition
Cc1ccc(NS(=O)(=O)c2cc([N+](=O)[O-])ccc2NNC(=S)Nc2cc(C)ccc2C)c(C)c1
    -6.2, -0.1%
COC(=O)CCCC1=CC2=C(c3ccccc3)C(=O)C(C)(OC(=O)C3CCCC3)C(=O)C2=CN1CCN1CCOCC1 (stereo not drawn)
    ·, 2.6%
Cc1cc(=O)oc(C)c1C(=O)Nc1ccc(N(C)C)cc1
    -7.4, -0.9%
CCOC(=O)N1CCN(C(=O)CSc2nnc(-c3cc(OC)cc(OC)c3)o2)CC1
    ·, 2.9%
COc1ccc(CCC(=O)Nc2cc(Cl)ccc2N2CCN(C)CC2)cc1
    -3.9, -2.7%
O=C(Nc1ccc(NC(=O)c2ccco2)c(Cl)c1)c1ccc2c(c1)OCCO2
    1.9, 5.0%
CCNCC1(c2ccc(OC)c(OC)c2)CCCC1
    16.0, -3.3%
Cc1cc(C)n2nc(N)c(N=Nc3ccc4c(c3)OCO4)c2n1
    7.1, -4.2%
OCC(O)C(O)C(O)C(O)c1nc2ccccc2[nH]1 (stereo not drawn)
    -4.1, 1.1%
Nc1nc2sc3c(c2cc1C(=O)N1CCOCC1)CCCC3
    -3.2, -3.9%
COc1ccc(/C=N/NC(=O)C2C(C=C(Cl)Cl)C2(C)C)c(OC)c1 (stereo not drawn)
    5.9, -7.0%
CCn1cc(S(=O)(=O)CC(=O)Nc2cccc(C)c2)c2ccccc21
    ·, 3.6%&0.2%
CCC(C)(C)NC(=O)c1ccc(Br)o1
    3.0, 3.6%
COc1ccc(-c2ccc(CNCCCN3CCOCC3)o2)cc1Cl
    3.8, -0.1%
O=C(c1cccc(C(F)(F)F)c1)C1CCCN(Cc2ccccc2O)C1 (stereo not drawn)
    -1.9, -0.5%
CCn1ccnc1CN(C)Cc1cn(-c2ccc(C)cc2)nc1-c1ccc(F)cc1
    -10.2, 7.7%
Cc1cc2c(c(=O)n1Cc1cccnc1)C(Cc1ccccc1)C(C#N)=C(N)O2 (stereo not drawn)
    -7.2, -1.9%
O=[N+]([O-])c1cc(-c2n(-c3ccccn3)c3ccccc3[n+]2-c2ccccn2)ccc1Cl
    6.3, 4.5%
CC(=O)Nc1ccc2nc(NC(=O)COc3ccc([N+](=O)[O-])cc3)sc2c1
    -11.2, -4.6%
O=C(CN1CCC(c2nc3ccccc3s2)CC1)N1CCCCC1
    ·, -3.0%

The listing continues:
Below each compound: Mtb RmlCD inh, GlmU inhibition
COC(=O)c1c(-n2c(C)cc(C=O)c2C)sc2c1CCCC2
    11.1, -2.9%
Cn1c(=O)c2c(ncn2CC(O)CNc2cccc(Cl)c2)n(C)c1=O (stereo not drawn)
    9.5, -0.2%
Nc1c(S(=O)(=O)c2ccccc2)cnc2c(-c3ccc(F)cc3)cnn12
    -4.2, 0.3%
COc1cc(C(=O)Nc2ccc3c(c2)Cc2ccccc2-3)cc(OC)c1OC
    ·, 2.0%
Cc1ccc(N(C)C(=O)c2ccc3c(Cl)c4c(nc3c2)CCC4)cc1C
    ·, 4.6%
Cc1cc(SCC#N)nc2ccccc12
    -14.2, 0.2%
Cc1ccc(SCCC(=O)NCCSCc2ccccc2C)cc1
    5.4, -1.6%
CC1CCN(c2nnc(NC(=O)Cn3c(=O)oc4ccccc43)s2)CC1
    ·, 7.4%
CC(C)(C)CC(=O)Nc1ccccc1N1CCN(c2ccccc2)CC1
    -12.8, 1.5%
O=C(C1CCN(S(=O)(=O)c2cccc3cccnc23)CC1)N1CC=C(c2ccccc2)CC1
    -5.3, ·
COc1ccc(Nc2nc(NCCO)nc(OC)n2)cc1
    -7.4, -3.4%
CS(=O)(=O)N(CC(N)=O)Cc1ccc(Cl)cc1
    7.8, 1.1%
COC(=O)c1c(C)[nH]c(C(=O)CN2CCOCC2)c1C
    ·, 5.6%
COc1ccc(/C=N/NC(=O)Nc2cccc3nsnc23)c(OC)c1
    -0.5, -4.7%
Nc1ccc(NC(=O)c2ccco2)c(Cl)c1
    -14.5, -0.7%
Cc1ccccc1Nc1c(F)c(F)c(F)c(F)c1C(=O)O
    6.8, -4.4%
O=C(c1nn(-c2ccccc2)c(=O)c2ccccc12)N1CCN(c2ncccn2)CC1
    ·, 0.6%
C/C(=N\NC(N)=S)c1ccc(Cl)s1
    7.5, -4.1%
CC(=O)Nc1nnc(CCN2CCCCC2)s1
    14.5, 3.4%
O=C(NCC(F)(F)F)Nc1ncccn1
    34.2, 4.5%

Sorted by SMILES length (low to high): 3 of the compounds above.
Below each compound: Mtb RmlCD inh, GlmU inhibition
Nc1ccc(NC(=O)c2ccco2)c(Cl)c1
    -14.5, -0.7%
Cc1ccccc1Nc1c(F)c(F)c(F)c(F)c1C(=O)O
    6.8, -4.4%
COC(=O)c1c(C)[nH]c(C(=O)CN2CCOCC2)c1C
    ·, 5.6%

New compounds follow.
Below each compound: Mtb RmlCD inh, GlmU inhibition
OCCC1CN(Cc2ccsc2)CCN1C1CCCC1 (stereo not drawn)
    0.4, 0.8%
CC1(C)CC(NC(=O)Cc2ccccc2[N+](=O)[O-])CC(C)(C)N1
    34.1, -3.5%
Cc1nn(C)c(C)c1NC(=O)CSc1nc(Cc2ccccc2)nc2c1cnn2-c1ccccc1
    ·, -3.8%
COc1cccc(N2CCN(C(=O)c3ccc4nc(N5CCC(C)CC5)sc4c3)CC2)c1
    3.1, 4.0%
CCC1(C)COC2(OC1)C(=O)Nc1ccccc12 (stereo not drawn)
    -1.4, 1.4%
O=C(CCCNC(=O)/C(=C\c1ccccc1F)NC(=O)c1ccccc1)OCc1ccccc1
    -0.3, 8.8%
O=C(COC(=O)/C=C/c1ccc(F)cc1)NCc1ccco1
    -5.5, 3.8%
O=C(CCc1nnc(CCCc2ccccc2)o1)NC(C1CC1)C1CC1
    12.8, 2.4%
CC(=O)Nc1ccc(S(=O)(=O)N2CCN(Cc3cccs3)CC2)cc1
    ·, 2.8%
CC(C)CCOc1ccccc1C(N)=O
    -6.5, -3.4%
COc1ccc2c(C(=O)CN3CC(C)OC(C)C3)c[nH]c2c1 (stereo not drawn)
    14.1, -1.3%
O=C(NCCCn1ccnc1)C(=O)NCC1OCCN1S(=O)(=O)c1cc(F)ccc1F (stereo not drawn)
    16.1, -2.6%
NC(=O)CC(NC(=O)Cc1cccc2ccccc12)c1ccc(NC2CCCCC2)c([N+](=O)[O-])c1 (stereo not drawn)
    -16.4, 2.4%
CCOc1ccc(CCNC(=O)C2CCN(S(=O)(=O)N3CCC(C)CC3)CC2)cc1OCC
    ·, 2.4%
CCc1c(C)sc(NC(=O)c2cnn3cccnc23)c1C#N
    4.9, 2.1%
COc1ccccc1OC1OC2COC(c3ccco3)OC2C(O)C1NC(C)=O (stereo not drawn)
    -2.7, -6.2%
COc1cccc(CN2CCC(C(=O)N3CCN(c4ccccc4F)CC3)CC2)c1
    -7.2, 5.4%
Cc1ccc(C(=O)COc2ccc3ccc(=O)oc3c2)cc1
    4.8, 3.1%
COc1ccc2c(c1OC)C(=O)OC2CC(=O)c1ccc2c(c1)OCO2 (stereo not drawn)
    16.2, 0.0%
O=C(Nc1nc2cc3c(cc2s1)OCO3)c1ccc(N2C(=O)CCC2=O)cc1
    7.4, 4.8%

Going on with the list:
Below each compound: Mtb RmlCD inh, GlmU inhibition
CCOC(=O)C[N+](CC)(CC)CC#Cc1ccccc1
    -9.7, 0.5%
Cc1ccc(NC(=O)CN2CCCC2)c2c1CC(C)(C)O2
    -17.1, -2.3%
COc1ccc(CNC(=O)C2CSC(c3ccc(OC)cc3)N2C(C)=O)cc1 (stereo not drawn)
    -3.2, 7.0%
CCC1S/C(=C(\C#N)C(=O)NCc2ccco2)N(c2ccc(F)cc2)C1=O (stereo not drawn)
    15.7, 2.1%
CCOC(=O)c1cc2sc(C)cc2n1CC(=O)Nc1cccc(C)c1C
    -5.8, -2.1%
O=C(NCc1ccccc1)NC1(C(=O)N2CCCC2)CCCCC1
    ·, 3.5%
N#Cc1c(N)nc(SCc2ccncc2)c(C#N)c1-c1cccs1
    ·, 2.4%
O=C(NCc1cccnc1)C1CCCN(Cc2cnn(-c3ccccc3)c2-n2cccc2)C1 (stereo not drawn)
    -5.9, -1.2%
O=c1[nH]c2ccc(NC(=S)Nc3ccc(Cl)cc3Cl)cc2[nH]1
    ·, -0.3%
COc1ccc(CCNC(=O)CN2CCN(c3cccc(Cl)c3)CC2)cc1OC
    -2.5, 8.9%
CS(=O)(=O)c1nc2c(cc1C#N)CCCC2
    -3.2, -5.5%
O=C(NCc1ccco1)c1cccc(N2CCCC2=O)c1
    -4.8, -3.1%
O=C(CSc1nnc(Cc2ccc(Cl)cc2)o1)Nc1ccccc1
    -7.8, -2.3%
Cc1ccc(N2C(=O)[C@@H]3C(c4cccnc4)=NO[C@@H]3C2=O)c(C)c1
    -12.7, 0.7%
CC1OC(NCCc2ccccc2)C(O)C(O)C1O (stereo not drawn)
    ·, 0.5%
CCOc1cccc(C2C(C(=O)c3cccs3)=C(O)C(=O)N2Cc2cccnc2)c1 (stereo not drawn)
    9.2, 1.3%
O=c1c2ccccc2cnn1-c1ccc(Br)cc1
    ·, 8.1%
CCOC(=O)c1cc(-c2cccc(C(F)(F)F)c2)nc2nc(SC)[nH]c(=O)c12
    ·, 4.4%
CC(=O)C1=NN(c2ccccc2)C(c2cccs2)N1c1ccccc1 (stereo not drawn)
    -4.6, -7.4%
CC(C)N(CCCNC(=O)C1CCN(S(=O)(=O)N2CCOCC2)CC1)Cc1ccccc1
    -0.5, ·

(cont.)
Below each compound: Mtb RmlCD inh, GlmU inhibition
COc1ccccc1NC(=O)CN(Cc1ccccc1)S(C)(=O)=O
    ·, -3.3%
CNc1nc(-c2ccc3c(c2)CCN3S(=O)(=O)c2ccccc2)c(C)s1
    ·, 0.7%
O=C(Nc1nncs1)c1cccnc1Cl
    ·, 2.8%
CC1=CS(=O)(=O)CC1SC(=S)N(C)C1CCS(=O)(=O)C1 (stereo not drawn)
    -1.0, 1.3%
COc1ccc2[nH]c(=O)c(-c3noc(-c4ccccc4)n3)cc2c1
    1.1, -6.1%
O=C(NC(=S)Nc1ccc2c(c1)OCCO2)c1ccccc1F
    3.7, -0.6%
O=C(CCC(=O)N(CC(=O)NC1CCCCC1)CC1CCCO1)Nc1nccs1 (stereo not drawn)
    5.4, 2.8%
O=C(Nc1ccc2nn(-c3ccccc3)nc2c1)c1ccc2c(c1)OCO2
    ·, -1.5%
Cc1ccc(C(=O)Oc2coc(CSc3nnc(NC(=O)c4cccs4)s3)cc2=O)cc1C
    -5.2, 5.5%
CCCC(NS(=O)(=O)c1ccc(OC)cc1)C(=O)O (stereo not drawn)
    -7.0, -0.8%
CC(=O)Nc1ccc(NC(=O)CCc2nc3ccccc3c(=O)[nH]2)cc1
    ·, 7.4%
O=C(CSc1nnnn1-c1cccc2c1CCCC2)N1CCCC1
    ·, 1.1%
Cc1cc2nccc(-c3ccccn3)n2n1
    -9.6, -6.4%
CN(C)CCNC(=O)c1ccccc1
    4.4, 0.4%
Cc1ccc(C(=O)NC(NC(=O)c2ccc(C)cc2)C(Cl)Cl)cc1
    ·, -4.8%
COc1cc(CNC(=O)c2ccc(Cn3nc(C)c(Cl)c3C)o2)cc(OC)c1
    54.5, 3.5%
COc1ccccc1N1CCN(S(=O)(=O)Cc2ccccc2Cl)CC1
    ·, 1.1%
CCOc1ccc(C(=O)c2ccc(OCC)c(N)c2)cc1N
    -2.9, 5.2%
O=C(Nc1ccc(N=Nc2ccccc2)cc1)c1cccc(Cl)c1
    -14.3, 6.0%
